High-throughput results: PubChem BioAssay, National Center for Advancing Translational Sciences (NCATS)
BAZ2B inh – qHTS Assay for Inhibitors of BAZ2B; Bromodomain adjacent to zinc finger domain protein 2B (Homo sapiens), Q9UIF8; AlphaScreen BAZ2B-H3K14Ac peptide displacement; Potency, µM (doses to about 114 µM), for inactives: at the top dose activity change, negative = inhibition, hits mostly inhibitors; 360,000 tested, 4.4% active; AID 504333, 2011; further: on the % scale 0 is the no-effect control and ±100 the full control effect; nearly all actives have a fitted effect of over 60% in size
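Compounds, titrated to a top concentration of 110 uM, were incubated 30 min at room temperature with preformed BAZ2B/acetyl-K14 H3 peptide complex (50 nM each). Proximity signal was measured by AlphaScreen after 20 min with beads.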
Pol eta inh – qHTS for Inhibitors of Polymerase Eta; recombinant Pol eta, fluorescent DNA replication assay; DNA polymerase eta (Homo sapiens), Q9Y253; Potency, µM (series often up to 114 µM), without a hit: at the top dose activity change, negative = inhibition, most hits filed as inhibitors; 390,000 tested, 1.2% active; further: on the % scale 0 is the no-effect control and ±100 the full control effect
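Fluorescent replication assay: 50 nM final substrate added after a 15 min room-temperature compound preincubation with 10 nM enzyme. Signal taken at 0 min and again at 10 min.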
POLK inh – qHTS for Inhibitors of Polymerase Kappa. purified Pol kappa, fluorescent DNA synthesis assay, 10 min. 400,000 tested, 0.53% active. DNA polymerase kappa (Homo sapiens), Q9UBT6. AID 588579, 2011. Potency, µM (titrated, usually from 107 µM), for the others: top-dose activity, negative = inhibition, most hits filed as inhibitors; further: on the % scale 0 is the no-effect control and ±100 the full control effect
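Enzyme at 10 nM met test compounds for 15 min at room temperature. Substrate addition (50 nM final) began the reaction, which was monitored by fluorescence at 0 and 10 min.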
BLM inh – qHTS Assay for Inhibitors of Bloom's syndrome helicase (BLM). recombinant BLM DNA unwinding, fluorescence dequenching. Potency, µM (top dose mostly 56.1 µM), for the others: at the highest dose activity change, negative = inhibition, usual class: inhibitors. 350,000 tested, 0.2% active. AID 2528, 2010;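 further: plate controls were vehicle for no effect and no enzyme for full effect; nearly all actives have a fitted effect of over 35% in size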
JMJD2A Tudor inh – qHTS Assay for Inhibitors of JMJD2A-Tudor Domain; Lysine-specific demethylase 4A (Homo sapiens), O75164; AlphaScreen JMJD2A-Tudor / H3K4me3 peptide binding; Potency, µM (top dose mostly 114 µM), inactives show at the highest dose activity change, negative = inhibition, hits mostly inhibitors; 390,000 tested, 4.4% active; AID 504339, 2011; further: on the % scale 0 is the no-effect control and ±100 the full control effect; nearly all actives have a fitted effect of over 50% in size
APEX1 inh – qHTS Assay for Inhibitors of the Human Apurinic/apyrimidinic Endonuclease 1 (APE1). DNA repair nuclease/redox regulator APEX1 (Homo sapiens), P27695. recombinant APE1, TAMRA/BHQ-2 abasic DNA cleavage fluorescence. Potency, µM (top dose mostly 65.8 µM), inactives show top-dose activity change, negative = inhibition, usual class: inhibitors. 350,000 tested, 0.35% active. AID 2517, 2012;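 further: plate controls were vehicle for no effect and reference inhibitor for full effect; nearly all actives have a fitted effect of over 55% in size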
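Activity was derived from the fluorescence gain between first and third kinetic reads (60 s intervals, ex 525/em 598 nm) after 50 nM THF-abasic TAMRA/BHQ-2 duplex was added to 0.75 nM APE1 preincubated 15 min with compound.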
Pol iota inh – qHTS for Inhibitors of Polymerase Iota | DNA polymerase iota (Homo sapiens), Q9UNA4 | AID 588590, 2011 | 390,000 tested, 1% active | Potency, µM (titrated, usually from 115 µM), inactives show top-dose activity, negative = inhibition, most hits filed as inhibitors | Pol iota fluorescent replication assay, 10 min
Target sequence (Q9UNA4 whole entry, looked up): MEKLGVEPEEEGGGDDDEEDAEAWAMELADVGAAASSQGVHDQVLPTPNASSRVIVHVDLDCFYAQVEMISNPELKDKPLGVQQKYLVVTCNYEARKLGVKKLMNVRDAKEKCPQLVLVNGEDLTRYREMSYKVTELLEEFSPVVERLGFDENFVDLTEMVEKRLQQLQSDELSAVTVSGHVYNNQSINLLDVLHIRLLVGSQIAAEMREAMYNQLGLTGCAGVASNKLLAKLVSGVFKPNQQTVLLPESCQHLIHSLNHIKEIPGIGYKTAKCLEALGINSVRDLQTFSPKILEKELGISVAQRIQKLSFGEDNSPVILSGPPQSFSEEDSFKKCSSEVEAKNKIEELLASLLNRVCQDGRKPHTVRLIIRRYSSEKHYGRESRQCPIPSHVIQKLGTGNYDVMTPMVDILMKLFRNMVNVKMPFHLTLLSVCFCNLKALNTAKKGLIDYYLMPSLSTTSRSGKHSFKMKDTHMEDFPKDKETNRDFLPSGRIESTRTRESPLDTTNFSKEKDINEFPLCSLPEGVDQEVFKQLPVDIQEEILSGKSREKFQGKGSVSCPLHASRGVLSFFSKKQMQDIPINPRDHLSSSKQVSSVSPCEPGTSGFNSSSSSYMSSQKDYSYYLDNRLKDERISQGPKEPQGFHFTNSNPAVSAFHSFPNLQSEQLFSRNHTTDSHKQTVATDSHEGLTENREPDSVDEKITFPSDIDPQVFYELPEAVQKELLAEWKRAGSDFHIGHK
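Pol iota at 10 nM preincubated 15 min with compounds at room temperature; reaction started with fluorescent substrate, 50 nM final. Fluorescence read kinetically at 0 and 10 min; buffer-only wells as negative control.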
POLB inh – qHTS Assay for Inhibitors of DNA Polymerase Beta | P06746 | Potency, µM (highest dose often 114 µM), without a hit: at the top dose activity change, negative = inhibition, most hits filed as inhibitors | 340,000 tested, 1.3% active | Pol beta primer extension/strand displacement, fluorescence kinetic; further: on the % scale 0 is the no-effect control and ±100 the full control effect
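Human Pol beta at 10 nM; strand-displacement substrate 50 nM final. Compound exposure 15 min at room temperature before start, reaction 10 min at room temperature.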
G9a block – qHTS Assay for Inhibitors of Histone Lysine Methyltransferase G9a. Histone-lysine N-methyltransferase EHMT2 (Homo sapiens), Q96KQ7. G9a H3K9 monomethylation, AlphaScreen, 2 h. Potency, µM (titrated, usually from 102 µM), without a hit: top-dose activity, negative = inhibition, usual class: inhibitors. 350,000 tested, 8.8% active. AID 504332, 2011; further: on the % scale 0 is the no-effect control and ±100 the full control effect; nearly all actives have a fitted effect of over 75% in size
Target sequence (Q96KQ7 913-1193 limits assumed): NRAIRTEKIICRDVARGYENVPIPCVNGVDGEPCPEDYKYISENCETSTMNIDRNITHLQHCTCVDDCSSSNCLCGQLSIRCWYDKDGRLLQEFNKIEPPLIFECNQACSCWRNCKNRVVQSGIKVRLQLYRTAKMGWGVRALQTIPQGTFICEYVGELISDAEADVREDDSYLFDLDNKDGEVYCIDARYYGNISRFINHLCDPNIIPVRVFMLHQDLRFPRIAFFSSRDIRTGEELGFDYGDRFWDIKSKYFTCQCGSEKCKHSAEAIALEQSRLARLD
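Readings reflect AlphaScreen signal from monomethyl-H3K9 antibody detection. HMT at 20 nM; substrate b-H3K9 500 nM; cofactor SAM 20 uM; 2 h RT reaction; compounds tested as titrations in qHTS with 15 min preincubation.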
The depositor's hits bear a star; ? = inconclusive; . = not tested or not shown; [ ] = remark or other dose. The call rests on the fitted dose curve; in most records, active means well fitted curve in the direction sought with a large enough effect; inconclusive means small, poorly fitted or top-dose-only effect, or another doubt; inactive means no such curve, though single readings can be large; an effect the other way counts as inactive or inconclusive. Potency means the concentration at half of the fitted maximal effect.

SMILES	BAZ2B inh	Pol eta inh	POLK inh	BLM inh	JMJD2A Tudor inh	APEX1 inh	Pol iota inh	POLB inh	G9a block
CCC1Sc2ccc(S(=O)(=O)CCC(=O)NCc3ccco3)cc2NC1=O (stereo unspecified)	-33%	-6%	-11%	-2%	-10%	18%	7%	0%	9%[59 µM]
CN(C)C(=O)N1CCC(C(=O)NCc2ccc3c(c2)OCO3)CC1	11%	-1%	0%	-5%	-14%	8%	19%	9%	3%[59 µM]
CCOC(=O)C1CCCN(C(=O)Cn2ncc3c(C)n(Cc4ccc(F)cc4)c(C)c3c2=O)C1 (stereo unspecified)	10%	-5%	-18%	-3%	-22%	.	18%	4%	13%[59 µM]
CC(CN1CCN(Cc2ccccc2)CC1)c1ccccc1 (stereo unspecified)	-8%	5%	-15%	3%	89µM*	5%	16%	3%	22%[0.501 µM]
C=CCn1c(NCCO)nc2c1c(=O)n(C)c(=O)n2C	-3%	-8%	2%	-1%	-1%	10%	21%	25%	-7%
CCCCn1c(N)c(N(CC(C)C)C(=O)C2CCN(S(=O)(=O)c3ccc(OCC)cc3)CC2)c(=O)[nH]c1=O	-6%	-7%	-6%	.	-12%	1%	7%	.	-32%
COC(=O)COc1ccccc1C(N)=O	8%	-8%	-10%	1%	14%	4%	7%	13%	20%
OCCSc1nc(N2CCOCC2)nc(N2CCOCC2)n1	5%	-23%	-1%	-1%	4%	-6%	39%[activator]	40%	-27%
O=C1CN(C(=O)c2ccc(S(=O)(=O)N3CCCCC3)cc2)C(c2ccc(F)cc2)c2cc(Br)ccc2N1 (stereo unspecified)	-5%	-8%	-24%	-10%	-22%	.	11%	-12%	?
Cc1cccc(S(=O)(=O)c2cn(C)c3cc(N4CCN(c5ccc(F)cc5)CC4)c(F)cc3c2=O)c1	-4%	-8%	-18%	-1%	-17%	.	-13%	32%	2%[59 µM]
O=C(NCc1cccc(Cl)c1)C1=CC=CN2CCS(=O)(=O)N=C12	6%	-15%	13%	.	-4%	19%	17%	.	-59%[12.7 µM]
COc1ccc(-c2csc(-c3cccs3)n2)cc1OC	.	-25%	1%	-7%	29%	11%	155%[activator]	33%	2%
CC(C)(C)OC(=O)N1CCC(c2c(C(=O)N3CCN(c4ccccc4F)CC3)cnn2-c2ccccc2Cl)CC1	-11%[57.1 µM]	-20%	-1%	-12%	-27%	.	9%	-4%	?
C/C(=N\NC(=O)Cc1csc(N2CCOCC2)n1)c1ccc(Cl)c(Cl)c1	1%	-6%	-6%	-4%	-29%	-6%	43%[activator]	3%	6%
COc1ccc(F)cc1C(=O)C1CCCN(Cc2cccn2-c2cccnc2)C1 (stereo unspecified)	?	-4%	-5%	1%	?	-6%	-15%	20%	.

4 entries drawn at random from the list so far, as already listed:
SMILES	BAZ2B inh	Pol eta inh	POLK inh	BLM inh	JMJD2A Tudor inh	APEX1 inh	Pol iota inh	POLB inh	G9a block
CCCCn1c(N)c(N(CC(C)C)C(=O)C2CCN(S(=O)(=O)c3ccc(OCC)cc3)CC2)c(=O)[nH]c1=O	-6%	-7%	-6%	.	-12%	1%	7%	.	-32%
CC(C)(C)OC(=O)N1CCC(c2c(C(=O)N3CCN(c4ccccc4F)CC3)cnn2-c2ccccc2Cl)CC1	-11%[57.1 µM]	-20%	-1%	-12%	-27%	.	9%	-4%	?
C/C(=N\NC(=O)Cc1csc(N2CCOCC2)n1)c1ccc(Cl)c(Cl)c1	1%	-6%	-6%	-4%	-29%	-6%	43%[activator]	3%	6%
OCCSc1nc(N2CCOCC2)nc(N2CCOCC2)n1	5%	-23%	-1%	-1%	4%	-6%	39%[activator]	40%	-27%

(cont.)
SMILES	BAZ2B inh	Pol eta inh	POLK inh	BLM inh	JMJD2A Tudor inh	APEX1 inh	Pol iota inh	POLB inh	G9a block
CCCCNc1nc(Oc2ccc(=O)n(C)n2)nc(N2CCOCC2)n1	-3%	.	6%	4%	0%	.	35%[activator]	12%	-6%[59 µM]
COc1cc2c(cc1OC)n(CC(=O)c1ccc(F)cc1)c(=O)n1nc(CCn3nc(C)cc3C)nc21	-2%	-14%	-6%[60.1 µM]	-2%	0%	.	0%	7%	10%[59 µM]
Cc1ccc(NC(=O)CCN2C(=O)CSC2=O)c(C)c1	-7%	3%	0%	4%	-6%	-5%	11%	2%	-14%[59 µM]
O=C(Cn1c(-c2ccccc2)c[n+]2ccsc12)c1ccc(Br)cc1	-22%	-17%	0%	-10%	-15%	?	84%[activator]	-23%	?
Cc1ccc2c(c1)c1c(n2CC(O)Cn2c(C)nc3ccccc32)C(=O)CCC1 (stereo unspecified)	-6%	-14%	-1%	3%	-20%	-6%	29%	0%	-19%[59 µM]
Nn1c(=S)[nH]nc(Cc2ccc(O)cc2)c1=O	?	-23%	-6%	1%	-5%	2%	163%[activator]	14%	?
CCOC(=O)c1ccc(CNC(=O)Cn2nnc(-c3ccc(C)cc3)n2)o1	-1%	-7%	-7%	-4%	-8%[11.4 µM]	?	10%	12%	3%
Cc1ccc(C(CNC(=O)c2ccc(Br)o2)N2CCN(C)CC2)cc1 (stereo unspecified)	5%	-16%	-5%	.	-6%	3%	13%	.	11%[2.33 µM]
COCCNC(=O)C(=O)N/N=C(\C)CC(=O)Nc1ccc(Cl)cc1Cl	12%	-7%	0%	4%	3%	-1%	66%[activator]	0%	14%[59 µM]
CCc1ccccc1NC(=O)COc1ccc(N2CC(C(N)=O)CC2=O)cc1 (stereo unspecified)	5%	-6%	-17%	2%	-8%	13%[12.4 µM]	-6%	15%	2%[59 µM]
O=C(/C=C/c1ccc(Cl)c(Cl)c1)n1cccn1	1%	4%	-15%	-2%	0%	-2%	14%	58%	9%[12.7 µM]
O=[N+]([O-])c1cc(S(=O)(=O)NCCCN2CCOCC2)ccc1Cl	-7%	7%	-17%	1%	-21%	16%	3%	19%	-11%[59 µM]
CCC(CC)NCc1ccc(OC)cc1OC	13%	-5%	3%	0%	-12%	-27%	-4%	-10%	?
COC(=O)CCN(C1CCCCC1)S(=O)(=O)c1ccc(S(=O)(=O)NC2CCCCC2)cc1	-11%	-9%	-13%	-8%	-9%	4%	-10%	23%	-26%[12.7 µM]
C=CCn1c(O)c(C2=c3ccccc3=NC2=O)c2ccccc21	6.3µM*	-13%	4%	-1%	10µM*	27%	20%	-1%	6.3µM*
CCCCn1c(N)c(N(CC(C)C)C(=O)c2cccc(OCc3ccccc3)c2)c(=O)[nH]c1=O	32%[activator]	-6%	-10%	.	-3%	9%	-3%	.	?
COc1ccc(NC(=S)N2CCC(C(O)(c3ccccc3)c3ccccc3)CC2)cc1	?	-18%	-5%	-13%	-34%	-6%	5%	-27%	9%[59 µM]
C=CCNC(=O)c1ccc(C)c(Br)c1	1%	-1%	-23%	3%	-11%	-1%	12%	2%	6%[59 µM]
Cc1n[nH]c(C)c1N1C(=O)c2cccc3c(N4CCCCCC4)ccc(c23)C1=O	-3%	-8%	0%	-4%	-15%	-2%	13%	-2%	-24%
O=C(CNC(=O)c1ccccc1)OCc1ccc([N+](=O)[O-])cc1	-23%	-13%	-5%	-5%	-21%	2%	11%	-1%	-13%[59 µM]
COc1cc(CSC)nc(-c2ccccc2)n1	7%	-10%	-14%	1%	3%	0%	17%	8%	0%
Cc1cc(=O)[nH]c2c1c(C)nn2C1CCCCC1	-5%	7%	-6%	-2%	-10%	-2%	9%	3%	13%[59 µM]
CCCC(C(=O)NC(C)(C)C)N(Cc1ccccc1Cl)C(=O)c1snc(C(N)=O)c1N (stereo unspecified)	-22%	-17%	3%	-15%	-14%	6%	27%	-13%	23%[12.7 µM]
CCOc1ccccc1N1CC(C(=O)NCCC2=CCCCC2)CC1=O (stereo unspecified)	.	-18%	1%	.	1%	.	-26%	.	.
CCOc1ccc(C(=O)Nc2ccc3nc(Nc4cccc(C(F)(F)F)c4)cc(C)c3c2)cc1OCC	-12%	-27%	-9%	-1%	-4%	.	25%	-23%	7%[59 µM]
CCOCCn1c(N2CCN(c3ccc(OC)cc3)CC2)nc2c1c(=O)[nH]c(=O)n2C	-14%	13%	6%	-2%	-29%	1%	12%	5%	-31%[12.7 µM]
COc1cccc(/C(O)=C2\C(=O)C(=O)N(c3ccccn3)C2c2cccc(OC)c2OC)c1 (stereo unspecified)	-34%	-16%	-1%	1%	-24%	-6%	?	20%	6%[12.7 µM]
COc1ccccc1CNC(=O)C1CCN(S(=O)(=O)N2CCCCC2)CC1	-3%	3%	-4%	0%	-12%	-3%	31%[activator]	-3%	-24%[59 µM]
CCc1c(C(=O)NCc2cnn(C)c2)csc1C	29%	-15%	-8%	2%	-1%	2%	3%	6%	?
Cc1cccc(C)c1NC(=O)CNC(=O)Cc1c[nH]c2ccccc12	6%	-12%	5%	.	-6%	58%[activator]	39%[activator]	.	13%[2.33 µM]
Cc1cc(C)c(NC(=O)c2sc3nc(C)cc(C)c3c2N)c(C)c1	-9%	-9%	-21%	-1%	-18%	.	0%	0%	?
CCOc1c(O)ccc(C2NC(=O)N(C)C(C)=C2C(=O)OC)c1[N+](=O)[O-] (stereo unspecified)	-9%	-1%	-1%	-8%	-17%	11%	0%	16%	?
CC(C)N(Cc1nc(-c2ccc3c(c2)OCO3)no1)Cc1nccn1C	-17%	-5%	-12%	-2%	-29%	-9%	-6%	?	-31%
CC12CCC(C/C1=N/NC(=O)COc1ccccc1Cl)C2(C)C (stereo unspecified)	?	-6%	5%	10%	-12%	-2%	30%	-18%	1%
Cc1cc(C)n(-c2c(F)c(F)c(CO)c(F)c2F)n1	7%	2%	-6%	-9%	-6%	-1%	?	31%	15%[59 µM]
CC(C)N(Cc1nc(-c2ccccc2)no1)C(=O)CSc1ccccc1	20%	-7%	-14%	-6%	27%	-2%	-9%	11%	6%[59 µM]
O=C(N/N=C(\c1ccccc1)c1cccnc1)c1cc(O)ccc1O	-34%	.	.	-2%	.	-4%	.	?	10µM*
O=C(COc1ccc(Cl)cc1)Nc1ccc(O)c(-c2nc3ccccc3s2)c1	5%	-12%	-2%[60.1 µM]	-1%	-14%	.	15%	-13%	5%[59 µM]

This is a subset; rates above refer to the full screens.
